Kir21 block – Kir2.1 (mouse) channel inhibition; P35561; HEK293-Kir2.1, FluxOR thallium flux fluorescence; active compounds read low; B-score at 10 µM; actives 0.85% (n = 310,000); AID 1672;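 active = fluorescence ratio B-score at or below minus 3 SD of library scores, with starting-brightness B-score within 2 SD, cut at about -4.2 in these data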;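 note: channel flux triggered by added potassium and thallium sulfate stimulus; B-score of peak minus minimum fluorescence over baseline after thallium stimulus; more negative B-score means stronger Kir2.1 block with less thallium influx; some compounds called inactive have numbers as strong as hits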
Target sequence (P35561 whole entry, looked up): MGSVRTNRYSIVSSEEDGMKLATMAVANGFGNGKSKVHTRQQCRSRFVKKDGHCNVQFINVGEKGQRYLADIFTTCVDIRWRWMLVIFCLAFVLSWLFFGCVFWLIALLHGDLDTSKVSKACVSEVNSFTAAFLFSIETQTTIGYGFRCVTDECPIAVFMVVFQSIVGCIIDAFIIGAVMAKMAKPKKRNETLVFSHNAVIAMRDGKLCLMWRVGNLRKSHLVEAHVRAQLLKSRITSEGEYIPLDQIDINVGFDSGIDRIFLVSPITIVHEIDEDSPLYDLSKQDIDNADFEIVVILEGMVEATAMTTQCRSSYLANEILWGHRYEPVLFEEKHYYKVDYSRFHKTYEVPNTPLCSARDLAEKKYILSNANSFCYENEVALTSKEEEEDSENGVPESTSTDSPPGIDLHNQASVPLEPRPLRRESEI
CHT inh – inhibits the human high affinity choline transporter; CHT-expressing cells, membrane potential dye, choline response; active compounds read low; actives 0.86% (n = 310,000); B-score at 10 µM;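 active = B-score over 3 SD under the library average, and starting fluorescence ratio not unusually high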;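 note: choline stimulus applied at its EC90 after an EC20 pre-addition; B-score computed on integrated fluorescence ratio after choline addition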
Target sequence (Q9GZV3 whole entry, looked up): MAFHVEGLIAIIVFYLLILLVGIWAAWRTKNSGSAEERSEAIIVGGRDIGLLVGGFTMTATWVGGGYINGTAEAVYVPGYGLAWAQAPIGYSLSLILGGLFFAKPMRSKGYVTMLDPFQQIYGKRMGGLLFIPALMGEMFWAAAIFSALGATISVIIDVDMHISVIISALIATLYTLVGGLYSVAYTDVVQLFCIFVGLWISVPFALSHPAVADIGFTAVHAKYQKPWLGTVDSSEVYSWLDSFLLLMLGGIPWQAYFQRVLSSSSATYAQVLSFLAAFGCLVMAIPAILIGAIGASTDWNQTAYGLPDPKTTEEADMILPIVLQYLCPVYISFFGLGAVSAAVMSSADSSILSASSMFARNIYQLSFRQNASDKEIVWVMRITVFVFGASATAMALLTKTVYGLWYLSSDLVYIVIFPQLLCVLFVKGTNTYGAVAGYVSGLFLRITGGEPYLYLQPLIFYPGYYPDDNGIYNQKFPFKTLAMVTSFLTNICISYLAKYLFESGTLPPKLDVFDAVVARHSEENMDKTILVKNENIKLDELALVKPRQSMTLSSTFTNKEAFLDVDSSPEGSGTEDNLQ
Numbers without * were called inactive; i = inactive; · = no result given.

Under each structure: Kir21 block	CHT inh
- CN(C)CC(C)(C)CNS(=O)(=O)CC12CCC(CC1=O)C2(C)C (stereo unspecified)
  0.12	i
- CC(=O)N(CC(C)(C)CC=C(C)C)c1ccccc1
  -5.86*	i
- COC(=O)c1cc(-c2c(C)oc3cc(O)ccc3c2=O)c(C)o1
  0.13	i
- N#CC1=C(N)Oc2c(oc(CO)cc2=O)C1c1cccs1 (stereo unspecified)
  1.2	i
- Cc1ccc(C(=O)N/C(=C/c2cccnc2)C(=O)O)cc1
  -0.4	i
- O=C(O)c1ccc(N2C(=O)CSC2=S)cc1
  -1.57	-6.36*
- Cc1c(Br)c([N+](=O)[O-])nn1CC(=O)c1ccccc1
  -0.13	i
- NC(=O)c1nsc(C(=O)N(CC(=O)NCc2ccc3c(c2)OCO3)C2CCCCC2)c1N
  0.07	i
- Cc1ccc(C)c(N2CCN(S(=O)(=O)c3ccc4c(c3)NC(=O)CS4)CC2)c1
  -0.87	i
- O=C(NCc1cccnc1)/C(=C\c1ccc(-c2cccc(Cl)c2)o1)S(=O)(=O)c1ccccc1
  -0.2	i
- CC(NC(=O)CCNC(=O)c1ccc(Br)cc1)c1ccc(S(N)(=O)=O)cc1 (stereo unspecified)
  1.42	i
- COc1ccccc1Nc1nc(N)nc(CSC(=S)N2CCC(C)CC2)n1
  0.13	i
- CCCCn1c(O)c(N=NC(=O)c2ccccc2NS(=O)(=O)c2cccs2)c2ccccc21
  0.3	i
- Cc1ccc(S(=O)(=O)NCCCCCC(N)=O)cc1
  1.93	i
- CCn1c(SCc2cccc(C(=O)O)c2)nnc1-c1ccccc1
  0.02	i
- CC1CCCC(NC(=O)c2ccc3c(SCC(=O)O)c4c(nc3c2)CCC4)C1C (stereo unspecified)
  0.93	i
- COc1ccc(C(=O)Nc2ccccc2C(=O)N2CCOCC2)cc1Br
  0.7	i
- COc1ccc(NC(=O)c2cc(Br)ccc2Cl)c([N+](=O)[O-])c1
  1.01	i
- CCC(C(=O)O/N=C(\N)c1ccc(C)cc1)c1ccccc1 (stereo unspecified)
  -0.02	i
- Cc1nc(Cl)sc1C(=O)Nc1ccccc1
  -1.84	i

More results:
Under each structure: Kir21 block	CHT inh
- CNC(=S)N/N=C(\C)c1ccccc1
  0.81	i
- Cc1ccc2[nH]c3c(=O)n(CC(=O)NCCCN(C)Cc4ccccc4)ncc3c2c1
  -1.49	i
- CC(C)(C)NC(=O)NC(=O)COC(=O)c1ccco1
  -1.51	i
- COC(=O)C1=CN(CCOC23CC4CC(CC(C4)C2)C3)C=C(C(=O)OC)C1c1ccsc1
  1.1	i
- Cc1ccc(C)c(CSc2nnc(-c3cccnc3)n2N)c1
  -0.35	i
- CCOc1nc(Nc2ccccc2)nc(OCC)n1
  0.1	i
- Cc1ccc(-n2ccnc2SCC(=O)N(CC(C)C)C2CCS(=O)(=O)C2)c(C)c1 (stereo unspecified)
  -0.62	i
- COc1ccc(/C=N/NC(=O)CCc2c(C)n[nH]c2C)cc1OC
  -0.46	i
- Cc1cc(C)c2c(c1)c1nnc(SCCN3CCOCC3)nc1n2C
  0.22	·
- CCOc1ccccc1C1CC(c2ccc(Cl)cc2)Nc2nc(N)nn21 (stereo unspecified)
  -0.09	i
- Cc1sc2nc(NCCO)[nH]c(=O)c2c1C
  0.45	i
- Cc1cc(C)n2nc(C(=O)NC3CCCc4ccccc43)nc2n1 (stereo unspecified)
  -1.45	i
- CCOC(=O)C1CCN(S(=O)(=O)c2ccccc2)CC1
  0	i
- COc1cc(-c2cc(N3C(=O)Nc4ccccc4N3O)n[nH]2)cc(OC)c1OC
  0.68	i
- Cc1cccc(NC(=O)CSc2nnc(-c3ccc(S(=O)(=O)N4CCOCC4)cc3)n2C)c1
  -0.12	i
- O=S(=O)(NCC1CCCO1)c1ccc(Cl)cc1 (stereo unspecified)
  0.41	i
- CCN(Cc1cc2cc(C)ccc2[nH]c1=O)C(=O)c1cccc([N+](=O)[O-])c1
  -1.07	i
- COc1ccc(CNS(=O)(=O)c2cc(Br)cc3c2N(C(C)=O)C(C)C3)cc1 (stereo unspecified)
  -0.18	i
- CC(Sc1nncn1-c1ccccc1)C(=O)Nc1cccc([N+](=O)[O-])c1 (stereo unspecified)
  -0.01	i
- O=C(COc1ccc(Br)cc1Br)NC(=O)NC1CCCC1
  0.14	i

Molecules shown so far that have a thiophene ring, fused or not:
Under each structure: Kir21 block	CHT inh
- N#CC1=C(N)Oc2c(oc(CO)cc2=O)C1c1cccs1 (stereo unspecified)
  1.2	i
- CCCCn1c(O)c(N=NC(=O)c2ccccc2NS(=O)(=O)c2cccs2)c2ccccc21
  0.3	i
- COC(=O)C1=CN(CCOC23CC4CC(CC(C4)C2)C3)C=C(C(=O)OC)C1c1ccsc1
  1.1	i
- Cc1sc2nc(NCCO)[nH]c(=O)c2c1C
  0.45	i

The results go on.
Under each structure: Kir21 block	CHT inh
- CC(C)(O)C#Cc1ccc(C(=O)N2CCN(c3ccc(F)cc3)CC2)cc1
  0.26	i
- CC1(C(=O)N(CC(=O)NC2CCCC2)Cc2ccccc2)CC(=O)N=C2C=CC=CN21 (stereo unspecified)
  -0.46	i
- O=C(Nc1cccc2ccccc12)C1CCCC1
  -0.66	i
- CC(C)(C)NC(=O)C(c1ccncc1)N(Cc1cccs1)C(=O)Cn1nnc(-c2cccs2)n1 (stereo unspecified)
  0.01	i
- CCN(Cc1ccccc1)S(=O)(=O)c1ccc(C(=O)N(CCCN(C)C)c2nc3cc(OC)ccc3s2)cc1
  -0.69	i
- CCCn1c(SCc2cc(=O)[nH]c3ccccc23)nc2c1c(=O)n(C)c(=O)n2C
  2.27	i
- CC(=O)N(CC1CCCO1)c1nnc(-c2cnccn2)s1 (stereo unspecified)
  -0.64	i
- O=[N+]([O-])c1ccc(N2CCOCC2)nc1
  -1.12	i
- CCn1c(SCC(=O)NNC(=O)c2ccc(C)cc2)nnc1-c1ccncc1
  -0.65	i
- Cc1cccc(C)c1NC(=O)C(Cl)C(=O)c1ccccc1 (stereo unspecified)
  -0.84	i
- Cc1cnc(NC(=O)c2cccs2)s1
  0.12	i
- CC1=NN(C(=O)c2csc(C)c2C)C(O)(C(F)(F)F)C1 (stereo unspecified)
  -0.22	i
- COC(=O)C(NC(=O)c1ccc(F)cc1)(Nc1nc(C)cs1)C(F)(F)F (stereo unspecified)
  1.35	i
- N#Cc1ccccc1CN1C(=O)c2ccccc2S1(=O)=O
  -0.16	i
- O=C(NNc1ccccc1Cl)C(O)(c1cccc(C(F)(F)F)c1)c1cccc(C(F)(F)F)c1
  1.16	i
- CCOC(=O)c1cc(NC(=O)COC)ccc1O
  1.85	i
- CCOc1ccc(CNC(=O)C(CC)n2nc(C)n3c(cc4occc43)c2=O)cc1OC (stereo unspecified)
  0.13	i
- C(=N\NCc1ccccc1)/c1ccc2nccnc2c1
  0.29	i
- Cc1cc(=O)oc2c(C)c(OC(C)C(=O)N3CC[C@@]4(O)CCCC[C@H]4C3)ccc12 (stereo partly specified)
  1.56	i
- CCOc1ccc(OCC)c(NC(=O)CSc2nc3c(c(=O)n(C)c(=O)n3C)n2CC)c1
  2.29	i

(further entries)
Under each structure: Kir21 block	CHT inh
- N=c1oc2c3c4c(cc2cc1C(=O)Nc1ccccc1)CCCN4CCC3
  -19.4	i
- CCOc1cc(C(=O)OCC(=O)c2c(C)[nH]c3ccccc23)ccc1OCC(=O)N1CCOCC1
  2.43	i
- COc1cccc(NC(=O)c2sc3ncn(CC(=O)N4CCN(c5ccccn5)CC4)c(=O)c3c2C)c1
  2.04	i
- O=C(Nc1ccccc1)c1cccnc1Nc1ccccc1
  -0.1	i
- CC1(C)Cc2nc3sc4c(NCCO)ncnc4c3cc2CS1
  0.45	i
- COc1ccc(/C=N/NC(=O)c2cc(-c3ccccc3OC(C)C)nc3ccccc23)cc1CN1CCOCC1
  -0.16	i
- O=C(NC1CCOc2ccccc21)c1ccc(Cl)nc1 (stereo unspecified)
  1.07	i
- Cc1ccc(N(C)C(=O)c2cnn(-c3ccccc3)c2C)c(C)c1
  0.07	i
- O=C(CN(c1ccc(F)cc1)S(=O)(=O)c1ccc2c(c1)OCCO2)NCc1ccccc1
  0.83	i
- Cc1ccc(C(=O)NCCOc2cccc(C)c2)cc1
  -0.77	i
- CCc1ccccc1NC(=S)N(Cc1cccc(C)c1)c1cccnc1
  -1.68	i
- COc1ccc(/C=C2\N=C3CCCCCN3C2=O)cc1OC
  -0.04	i
- O=C(Nc1cccc(S(=O)(=O)N2CCOCC2)c1)c1ccc(N2CCOCC2)c([N+](=O)[O-])c1
  1.29	i
- CCc1ccc(NC(=S)N(CCN2CCCCC2)Cc2ccco2)cc1
  -0.31	i
- COc1ccc(CCN(C)C(=O)c2cc(-c3ccccc3)nc3ccc(C)cc23)cc1OC
  0.05	i
- O=C(Nc1nc(-c2ccco2)c(-c2ccco2)s1)c1cnccn1
  -0.29	i
- CC(C)NC(=S)N1CCCN(c2ncccc2[N+](=O)[O-])CC1
  -1.05	i
- Cc1ccc(NS(=O)(=O)c2cc(C(=O)NCCSC3CCCCC3)ccc2C)cc1
  0.24	i
- Oc1ccccc1/C=N/Nc1ncc(Br)cn1
  -0.03	i
- COc1ccccc1CN1CCN(C(=O)c2ccco2)CC1
  -0.48	i

Continuation.
Under each structure: Kir21 block	CHT inh
- CC(=O)N1CCc2cc(S(=O)(=O)NCCC(=O)Nc3ccc4c(c3)OCCO4)ccc21
  0.01	i
- CCC1=NN2C(=N)/C(=C/c3c(C)nn(-c4ccccc4)c3Cl)C(=O)N=C2S1
  -3.07	i
- C[C@H](NC(=O)c1nc[nH]c1C(=O)N[C@@H](Cc1ccccc1)C(=O)OC(C)(C)C)c1ccccc1
  1.28	i
- CCc1ccccc1NC(=O)C(C)n1nc([N+](=O)[O-])c(Br)c1C (stereo unspecified)
  1.62	i
- CC(C)C(NC(=O)c1ccco1)C(=O)OCc1cc([N+](=O)[O-])cc2c1OCOC2 (stereo unspecified)
  -1.15	i
- CCOc1ccccc1NC(=O)CSc1nnc(CCC(=O)Nc2ccccc2F)n1C
  0.27	i
- O=C(c1cc2ccccc2s1)N1CCOCC1
  1.31	i
- COc1ccc(Cn2nnc3c(C)n[nH]c(=O)c32)cc1
  -0.21	i
- COc1ccc2nc(/C=N/NC(=O)[C@@H]3CCCN3C(=O)OC(C)(C)C)ccc2c1
  -1.37	i
- CCOC(=O)CSc1nnc(NC(=O)CCc2ccccc2)s1
  0.85	i
- O=S1(=O)N=C(N2CCN(Cc3ccc4c(c3)OCO4)CC2)c2ccccc21
  -0.87	i
- O=C(O)COc1ccccc1/C=N/NC(=O)c1cc(-c2ccccc2)nc2ccccc12
  -0.03	i
- Cc1c(-c2ccccc2)oc2c(C(=O)N3CCN(c4ccc([N+](=O)[O-])cc4)CC3)cccc2c1=O
  -0.01	i
- CCCC(=Nc1ccccc1OC)C1=C(O)CC(c2ccccc2)CC1=O (stereo unspecified)
  -0.63	i
- O=C(OCC(=O)N1CCOCC1)c1ccc(Cl)nc1
  -0.36	i
- CCONC(=O)Nc1ccccc1
  2.49	i
- O=C(Oc1cccc(/C=N/NC(=O)c2ccccn2)c1)c1ccc([N+](=O)[O-])cc1
  -1.19	i
- Cc1cccc(N2C(=O)c3cccc4c(N5CCCCC5)c([N+](=O)[O-])cc(c34)C2=O)c1C
  0.05	i
- CN(Cc1ccccc1)CC(O)COc1ccc(CNCc2ccc(Cl)s2)cc1 (stereo unspecified)
  -12.3*	i
- COc1ccc(NC(NC(=O)c2cccnc2)C(Cl)(Cl)Cl)cc1 (stereo unspecified)
  -1.74	i

Next part
Under each structure: Kir21 block	CHT inh
- Cc1nc(C)c(C(=O)N/N=C/c2ccco2)s1
  -0.01	i
- Cc1cccc(OCC(=O)OC2CCN(C)CC2)c1
  0.59	i
- O=C(CSc1ccccc1C(=O)O)c1ccc(Cl)cc1
  0.49	i
- O=C(Nc1nc2c(s1)CCCC2)c1cc(-c2ccc3c(c2)OCO3)nc2ccccc12
  0.94	i
- CC1(C)Cc2cccc(OCC(=O)Nc3cc(C(F)(F)F)ccc3N3CCOCC3)c2O1
  1.72	i
- COc1ccc(C(C)=O)cc1COC(=O)c1ccc(S(=O)(=O)N2CCOCC2)cc1
  0.39	i
- CC(C)Oc1cccc(C(=O)C2CCCN(C(=O)c3cc(C4CC4)[nH]n3)C2)c1 (stereo unspecified)
  -0.44	i
- Cn1c(SCC(=O)NC2CCCCC2)nnc1-c1ccc(N)cc1
  0.38	i
- COc1cc(C(=O)Oc2cccc(C=O)c2)cc(OC)c1OC
  0.71	i
- Cc1cc(C)c(NC(=O)CSc2nc3ccc(N4C(=O)c5ccccc5C4=O)cc3s2)c(C)c1
  -0.95	i
- CCCCOc1cccc(C(=O)Nc2ccccc2N2CCCC2)c1
  0.45	i
- Cc1ccc(NC(=O)CSc2ccc(C(N)=O)cc2[N+](=O)[O-])cc1C
  0.22	i
- Cc1cccc(OC(C)C(=O)NCc2ccc(S(N)(=O)=O)cc2)c1 (stereo unspecified)
  -0.25	i
- O=C(C1=C(O)C(=O)N(Cc2ccco2)C1c1cccc([N+](=O)[O-])c1)c1ccco1 (stereo unspecified)
  -0.4	i
- CC(=O)c1ccc(N(CC(=O)NC2CCCCC2)C(=O)CNC(=O)c2ccco2)cc1
  0.16	i
- Cc1ccc(S(=O)(=O)n2ccnc2)cc1C
  1.07	i
- N=c1c2c3c(sc2ncn1Nc1ccccc1)CCC3
  -1.07	i
- O=C(O)C1=C[C@@H](c2ccccc2)C[C@@H](OCCCCO)O1
  0.43	i

An excerpt from above in order of SMILES length, smallest number first.
Under each structure: Kir21 block	CHT inh
- Cc1nc(C)c(C(=O)N/N=C/c2ccco2)s1
  -0.01	i
- CCCCOc1cccc(C(=O)Nc2ccccc2N2CCCC2)c1
  0.45	i
- Cn1c(SCC(=O)NC2CCCCC2)nnc1-c1ccc(N)cc1
  0.38	i
- O=C(C1=C(O)C(=O)N(Cc2ccco2)C1c1cccc([N+](=O)[O-])c1)c1ccco1 (stereo unspecified)
  -0.4	i

From PubChem
